MEP2 TOR yeast: yeast TOR pathway MEP2-GFP modulation | AID 2016 | 0.51% of 330,000 active | GFP response vs DMSO, % at 10 µM | S. cerevisiae MEP2-GFP strain, flow cytometry GFP, 3 h; 100% = DMSO control level;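 active means GFP response versus DMSO above a set limit, roughly screen mean plus 3 SD, cut at about 180% in these data; inconclusive means fewer than 70 cells counted for a yeast strain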;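 further: median GFP fluorescence of the barcode-gated MEP2-GFP cells per well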
CR mimetic SO: caloric restriction mimetics inhibiting age-related superoxide in yeast. 0.18% of 330,000 active. superoxide response (% of plate mean), % at 10 µM. S. cerevisiae aged cells, superoxide DHE fluorescence; active compounds read low;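 active means superoxide response under a set limit, about three screen SD below normal, cut at about 65% in these data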;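 further: yeast aged for seven days with compound at 30 °C before DHE staining; 100% = average MFI of all compound-treated wells on the plate with controls excluded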
RPL19A-GFP yeast: yeast TOR pathway RPL19A-GFP modulation; S. cerevisiae RPL19A-GFP strain, flow cytometry, 3 h; active compounds read low; percent response vs DMSO, % at 10 µM; 0.3% of 330,000 active;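 active means percent response vs DMSO below 50%; inconclusive means fewer than 70 events counted for the yeast strain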;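 further: median channel GFP fluorescence of the barcoded RPL19A-GFP strain; ratio of sample median GFP to plate DMSO average so 100% = DMSO; lower means less RPL19A-GFP as with rapamycin TOR inhibition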
LAP4 TOR yeast: alters LAP4-GFP fluorescence in TOR pathway yeast screen; 0.34% of 320,000 active; S. cerevisiae LAP4-GFP multiplex, flow cytometry GFP, 3 h; median GFP as percent of DMSO wells; GFP response vs DMSO, % at 10 µM;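 active means GFP response vs DMSO above a set limit, about the screen mean plus 3 SD, cut at about 150% in these data; inconclusive means under 70 cell events counted for the yeast strain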
AHR activator: activates the human aryl hydrocarbon receptor | AHR-responsive luciferase reporter cells, luminescence | activation, % at 5 µM | AID 2796 | P35869 | 2.5% of 320,000 active; in the data active means activation above about 47%;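 further: 0% = vehicle wells and 100% = reference agonist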
Target sequence (P35869 whole entry, looked up): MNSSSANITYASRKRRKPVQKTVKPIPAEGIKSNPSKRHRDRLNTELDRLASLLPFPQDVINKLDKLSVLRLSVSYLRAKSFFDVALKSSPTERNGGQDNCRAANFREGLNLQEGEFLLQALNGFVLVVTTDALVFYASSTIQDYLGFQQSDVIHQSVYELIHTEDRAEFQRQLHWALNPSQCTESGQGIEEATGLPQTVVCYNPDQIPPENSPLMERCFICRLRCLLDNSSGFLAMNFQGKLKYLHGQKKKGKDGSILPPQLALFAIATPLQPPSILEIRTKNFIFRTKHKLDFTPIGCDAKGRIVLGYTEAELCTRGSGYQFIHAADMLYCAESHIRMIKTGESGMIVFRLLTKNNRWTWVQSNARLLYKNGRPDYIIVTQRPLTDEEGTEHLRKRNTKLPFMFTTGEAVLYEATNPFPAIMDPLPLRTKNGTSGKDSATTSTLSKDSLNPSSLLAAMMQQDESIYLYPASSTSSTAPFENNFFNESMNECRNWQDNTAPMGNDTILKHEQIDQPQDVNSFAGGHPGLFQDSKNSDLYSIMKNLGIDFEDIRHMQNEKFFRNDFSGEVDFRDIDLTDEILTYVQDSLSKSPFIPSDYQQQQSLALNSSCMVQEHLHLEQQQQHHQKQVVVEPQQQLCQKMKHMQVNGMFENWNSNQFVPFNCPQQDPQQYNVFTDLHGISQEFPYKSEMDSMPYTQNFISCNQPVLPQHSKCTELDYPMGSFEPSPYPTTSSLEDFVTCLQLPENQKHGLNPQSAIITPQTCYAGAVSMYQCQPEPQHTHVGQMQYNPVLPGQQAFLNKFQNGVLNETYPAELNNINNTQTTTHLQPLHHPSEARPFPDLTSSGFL
CIT2 TOR yeast: alters CIT2-GFP fluorescence in TOR pathway yeast screen. S. cerevisiae CIT2-GFP strain, flow cytometry, 3 h; 100 means same as DMSO wells. GFP response vs DMSO, % at 10 µM. 0.065% of 320,000 active;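 active means GFP response relative to DMSO above a set limit, near the screen mean plus 3 SD, cut at about 150% in these data; inconclusive means Fewer than 70 cells measured for a yeast strain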;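 further: ratio of well median GFP fluorescence to mean of DMSO wells on the plate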
AGP1-GFP MLPCN: alters AGP1-GFP fluorescence in TOR pathway yeast screen. 0.02% of 320,000 active. S. cerevisiae AGP1-GFP multiplex flow cytometry, 3 h; GFP as percent of DMSO wells. GFP response vs DMSO, % at 10 µM;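 active means GFP response relative to DMSO above a set limit, near screen average plus 3 SD, cut at about 150% in these data; inconclusive means fewer than 70 cells counted for the yeast strain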;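 further: median GFP channel fluorescence of the gated AGP1 strain per well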
Efflux pump mplx: inhibitors of Candida antifungal efflux pumps expressed in yeast; S. cerevisiae Candida pump triplex, Nile Red efflux; 0.44% of 330,000 active; inhibition, % at 10 µM;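 active means plate passing quality check with inhibition over a set limit, or well fluorescence over plate mean plus 4 SD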;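 further: Nile Red retained in pooled yeast measured as flow cytometry median fluorescence; 0% = buffer negative control and 100% = Enniatin B positive control; higher means more Nile Red kept so more efflux inhibition; some compounds called inactive have numbers as strong as hits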
The depositor's hits bear a star; u = inconclusive; x = no result given; [ ] = another dose, or the depositor's remark.

SMILES	MEP2 TOR yeast	CR mimetic SO	RPL19A-GFP yeast	LAP4 TOR yeast	AHR activator	CIT2 TOR yeast	AGP1-GFP MLPCN	Efflux pump mplx
CC[C@@]1(C(=O)OC)N[C@H](CN(C)S(=O)(=O)c2ccc(C(C)(C)C)cc2)[C@@H]2C(=O)N(C)C(=O)[C@@H]21	102.1	85.4	104.0	100.9	-0.2	101.3	102.1	-0.1
CN1CCN(Cc2ccc(-c3ccc(Cl)cc3)o2)CC1	103.7	155.1	104.3	109.7	11.3	93.3	101.0	0.8
CN(Cc1ccc(F)cc1)S(=O)(=O)c1nnc(NC(=O)c2ccccc2Br)s1	96.9	146.2	96.0	92.1	-1.1	93.7	95.2	0.0
O=C(COc1ccc2ccccc2c1)NN1C(=O)c2ccccc2C1=O	109.3	105.8	103.4	94.8	17.5	103.8	103.7	0.0
O=C(Nc1ccc(Cl)cc1)c1cccc(OC(=S)N2CCOCC2)c1	92.9	96.9	103.1	65.6	x	93.6	93.1	0.0
O=S(=O)(c1ccc(F)cc1)N1CCC(n2cnc3ccccc32)CC1	106.2	90.3	99.8	98.7	0.0	99.5	104.2	-0.1
Cc1ccc(S(=O)(=O)Nc2c(NC3CCCCC3)c3ccccc3oc2=O)cc1	97.3	111.2	97.9	97.3	3.5	103.8	99.5	-0.2
Cc1noc(C)c1COC(=O)c1ccc(S(=O)(=O)NCc2ccco2)cc1	104.4	83.4	101.7	107.7	0.0	103.3	109.0	0.0
Cc1cccc(C)c1NC(=O)CNC(=O)c1ccc(N2CCCC2)c([N+](=O)[O-])c1	103.4	96.9	105.6	107.5	1.4	96.3	104.4	0.2
COc1cccc(C(C(=O)NC2CCCC2)N(C(=O)c2ccco2)c2ccc(NC(C)=O)cc2)c1OC (stereo not drawn)	97.0	113.3	102.9	93.2	1.7	106.9	100.8	-0.1
Cc1ccc(CCNC(=O)C2CCCN(S(=O)(=O)c3cnc[nH]3)C2)cc1 (stereo not drawn)	103.0	89.5	99.7	97.2	4.1	106.7	103.4	0.0
Cn1nc(C(=O)N2CCN(c3ccccn3)CC2)c2ccccc2c1=O	96.5	99.8	93.8	91.7	-0.3	102.6	92.0	0.0
Cc1ccc([N+](=O)[O-])c(C(=O)Nc2cccnc2Cl)c1	98.4	119.4	104.2	97.7	1.0	100.5	103.2	-0.1
Cc1cccc(CSc2nnc(-c3ccccn3)n2N)c1	104.6	97.9	102.6	109.0	-0.2	106.9	101.8	-6.5
CCCN1C(=O)C(NC(=O)c2ccncc2)(C(F)(F)F)C2=C1CC(C)(C)CC2=O (stereo not drawn)	114.4	108.6	106.5	109.5	-2.1	107.1	105.7	0.0
CCn1c(SCC(=O)OC2CCCCC2)nnc1-c1ccncc1	579.9*[may fluoresce violet]	100.6	46.9*[may fluoresce violet]	99.7[may fluoresce violet]	2.4	u	20.7[may fluoresce violet]	0.0
Cc1cc(S(=O)(=O)N2CCCC2)ccc1OCC(=O)Nc1ccccc1	102.5	108.6	99.0	105.3	5.2	103.0	102.6	2.2
CCC1=NN2C(=N)/C(=C\c3cccn3-c3c(C)cccc3C)C(=O)N=C2S1	107.0	112.7	110.1	88.9	21.7	118.1	102.2	0.0
Cc1ccccc1N1CCN(C2CCCN(C(=O)CCN3CCCCC3=O)C2)CC1 (stereo not drawn)	91.7	109.6	94.0	95.8	0.9	93.4	89.2	0.1
O=C(NNc1ccccc1[N+](=O)[O-])Nc1ccc(F)cc1F	102.9	89.5	102.7	98.9	19.1	103.2	103.5	-0.2
O=C(COC(=O)c1cc([N+](=O)[O-])ccc1N1CCOCC1)Nc1cc(F)ccc1F	105.6	105.4	104.2	111.1	2.3	101.0	113.2	-0.1
Cc1ccc(C2=NS(=O)(=O)N(C)C(C(=O)NCc3cccs3)=C2)cc1	100.7	99.4	103.3	93.1	6.2	105.7	101.2	-0.1
CCC(=O)n1nc(-c2cccnc2)nc1NCc1cccs1	88.4	104.3	91.1	102.1	13.0	84.9	83.2	-0.1
c1ccc2c(c1)CNc1ccccc1C2	93.9	94.6	93.3	106.3	-0.1	91.7	99.1	0.0
COc1ccc(/C=N/Nc2cc(C)nc(N3CCOCC3)n2)cc1OC	102.9	112.2	101.3	120.1	49.9*	111.4	121.7	-0.1
(continued)
SMILES	MEP2 TOR yeast	CR mimetic SO	RPL19A-GFP yeast	LAP4 TOR yeast	AHR activator	CIT2 TOR yeast	AGP1-GFP MLPCN	Efflux pump mplx
O=[N+]([O-])c1cc(/C=N/O)ccc1SCc1ccccc1Cl	106.2	84.4	97.5	105.3	-4.9	93.3	99.3	-0.1
CC(=O)Nc1sc(N/N=C\c2cccc(Cl)c2)nc1-c1cccs1	106.5	86.9	103.7	94.3	32.4	98.8	95.1	0.0
COC(=S)Nc1cccc(C(F)(F)F)c1	105.9	103.5	99.1	111.3	1.5	102.3	100.7	0.0
CN(C)S(=O)(=O)c1ccc(C(=O)NCc2nc3ccccc3s2)cc1	106.4	104.4	106.2	94.6	5.4	108.8	100.7	0.2
CC1(C)CC(=O)C2=C(C1)Nc1[nH]c(=S)[nH]c(=O)c1C2c1ccccc1 (stereo not drawn)	100.7	97.1	93.6	99.8	-0.4	102.3	101.4	0.0
COC(=O)CSc1nc2sc3c(c2c(=O)n1-c1ccccc1)CCN(C)C3	104.9	93.4	96.3	100.5	1.6	101.4	105.0	0.1
Cc1nc2ccccc2nc1SCC(=O)c1ccccc1	87.7	103.0	91.1	93.7	48.0*	77.9	83.4	0.5
O=C(CNC(=O)c1ccc(Br)o1)NCC1CCCO1 (stereo not drawn)	94.7	94.5	96.1	103.4	-1.5	104.2	108.4	-0.2
O=C(C1=C(O)C(=O)N(CCN2CCOCC2)C1c1ccccn1)c1cccs1 (stereo not drawn)	93.6	105.6	99.2	100.7	1.1	85.3	99.2	0.0
O=C(OCC(=O)N1CCCc2ccccc21)c1c(F)cccc1F	94.5	84.8	92.3	112.1	2.4	76.5	82.0	0.3
O=S(=O)(c1ccc(N2CC=C(c3ccccc3)CC2)nc1)N1CCCC1	101.4	90.4	99.2	98.6	-4.5	79.2	100.6	0.3
COC(=O)N/N=C/c1cc([N+](=O)[O-])cc(Br)c1O	111.1	104.3	99.4	126.8	13.6	77.8	88.0	0.0
Cc1ccc(S(=O)(=O)N2CCC(C(=O)OCC(=O)N(C)c3ccccc3)CC2)cc1C	105.0	101.5	100.0	101.3	-2.0	103.8	104.8	0.0
COc1ccc(OC)c(NC(=O)c2cc3oc4ccccc4c3cc2O)c1	107.8	95.8	104.4	99.9	37.9	104.7	103.5	-0.1
OCCN1CCN(CC(O)COC(c2ccc(F)cc2)c2ccc(F)cc2)CC1 (stereo not drawn)	105.1	98.2	101.3	95.7	-0.9	94.9	92.8	0.1
CCc1cc(C(=O)OC)c(NC(=O)CC2SC(N)=NC2=O)s1 (stereo not drawn)	105.6	86.7	105.3	94.1	0.3	102.8	99.8	-0.1
CC(C)Nc1nc(NC(C)C)nc(NS(=O)(=O)c2ccc(N)cc2)n1	95.4	95.9	101.7	98.6	1.1	101.3	102.0	0.0
COc1ccc(NC(=O)C2CC(c3ccccc3O)=NO2)cc1OC (stereo not drawn)	101.2	91.5	98.9	90.6	3.1	102.4	91.7	0.1
Cc1ccc2[nH]c(=O)c(CN(Cc3cccnc3)Cc3nnnn3CC3CCCO3)cc2c1 (stereo not drawn)	106.0	92.3	98.2	110.4	0.8	105.0	105.7	0.1
NC(=S)N/N=C/c1ccc(C(F)(F)F)cc1	94.7	100.2	100.2	100.7	0.0	91.2	94.8	0.0
CSc1ccccc1OCc1cc(C(=O)N(C)CC2COCCO2)no1 (stereo not drawn)	89.7	94.1	108.7	77.2	5.5	x	98.6	-0.1
CCC(O)C(C)(C)C (stereo not drawn)	95.9	87.3	102.2	106.5	-0.8	93.0	102.7	-0.1
Cc1cc(C)cc(C(=O)NCC(=O)OCC(=O)c2cc(C)n(CC(F)(F)F)c2C)c1	98.1	97.7	106.0	89.8	-1.8	101.9	100.7	-0.1
Cc1ccc2nc3c(c(Nc4ccc(O)cc4)c2c1)CCC3	99.6	106.5	104.0	94.3	15.3	105.5	99.4	-0.3
CCCC(=O)NC1=C(C#N)C2(CCCCC2)Cc2ccccc21	114.0	100.8	106.8	112.1	3.6	112.9	110.6	-0.2

Two of the compounds above, with bars between the fields:
SMILES | MEP2 TOR yeast | CR mimetic SO | RPL19A-GFP yeast | LAP4 TOR yeast | AHR activator | CIT2 TOR yeast | AGP1-GFP MLPCN | Efflux pump mplx
Cc1ccc2nc3c(c(Nc4ccc(O)cc4)c2c1)CCC3 | 99.6 | 106.5 | 104.0 | 94.3 | 15.3 | 105.5 | 99.4 | -0.3
Cc1ccc(S(=O)(=O)N2CCC(C(=O)OCC(=O)N(C)c3ccccc3)CC2)cc1C | 105.0 | 101.5 | 100.0 | 101.3 | -2.0 | 103.8 | 104.8 | 0.0

(cont.)
SMILES	MEP2 TOR yeast	CR mimetic SO	RPL19A-GFP yeast	LAP4 TOR yeast	AHR activator	CIT2 TOR yeast	AGP1-GFP MLPCN	Efflux pump mplx
O=[N+]([O-])c1ccc(N2CCC(=NOCc3ccc(Cl)cc3)CC2)cc1	99.5	95.8	97.4	98.4	1.4	93.3	96.1	-0.1
O=C(CSc1cccc2cccnc12)N/N=C/c1ccc(F)cc1	88.0	104.8	94.3	107.2	6.1	82.2	97.9	0.2
CCc1ccc(OCC(=O)OC(C)C(=O)NC2CC2)cc1 (stereo not drawn)	108.2	94.4	102.9	100.0	-4.6	110.8	98.2	0.0
O=C1c2ccccc2NC(c2ccc([N+](=O)[O-])cc2)N1O (stereo not drawn)	91.8	93.3	96.8	94.0	-4.8	85.5	96.9	0.1
NC(=O)NC(=O)COC(=O)CCCSc1nc2ccccc2s1	88.2	87.1	84.3	94.1	-3.6	90.6	86.7	-0.2
CC(Cc1cccs1)NC(=O)NC1CCCCC1 (stereo not drawn)	u	110.2	u	u	5.7	u	u	0.0
O=C(NCc1cccc(F)c1)c1cccc(OC2CCN(C(=O)C3CC3)CC2)c1	106.3	108.8	124.0	76.5	x	113.9	100.0	0.0
CCNc1sc(C(=O)c2cccs2)c(N)c1C#N	111.7	100.6	97.6	113.4	11.7	92.8	100.9	-0.1
Cn1c(N)cc(-c2ccc(F)cc2)c(C#N)c1=O	101.7	94.4	97.2	90.9	2.9	103.4	97.7	0.0
CC(=O)NC(c1ccco1)c1cc(F)c2cccnc2c1O (stereo not drawn)	90.7	79.8	93.4	82.9	-2.8	92.2	83.5	-0.1
Cc1ccc(NC(=O)c2ccc(N3CCCC3=O)cc2)cc1S(=O)(=O)N1CCCCC1	101.8	88.1	108.5	101.6	0.8	97.2	111.8	0.0
O=C(COc1ccccc1)Nc1nc(-c2ccc(S(=O)(=O)N3CCOCC3)cc2)cs1	104.9	108.0	104.9	108.6	-4.1	96.2	103.8	0.2
Cc1ccc[n+](-c2nc([O-])sc2/C=N/Nc2ccc([N+](=O)[O-])cc2)c1	90.2	90.6	98.2	95.9	1.2	99.0	108.8	-0.1
Cc1nnc(-c2cccc(Br)c2)c2cn(-c3ccccc3)nc12	95.4	83.4	102.6	112.8	48.4*	94.4	87.2	0.0
CN(Cc1ccco1)C(=O)c1ccc(S(=O)(=O)N2CCCCCC2)cc1	100.7	100.3	102.2	107.4	-0.1	97.0	107.6	0.0
COc1ccc(CCNC(=O)CO/N=C/c2cc3c(cc2Br)OCO3)cc1OC	96.0	77.3	93.5	89.5	0.5	101.0	92.2	0.0
CCOc1ccc(S(=O)(=O)Nc2cccc(C(=O)NCCCn3ccnc3)c2)cc1	106.1	113.7	100.9	100.0	4.0	99.3	104.0	0.1
COc1ccc(Nc2nc(N)c([N+](=O)[O-])c(NCc3ccccc3)n2)cc1	106.8	93.5	103.8	110.8	17.1	71.8	84.9	0.0

Assay outcomes from PubChem BioAssay.
